# Assay outcomes from PubChem.
# HP1b chromo inh – HTS for Inhibitors of HP1-beta Chromodomain Interactions with Methylated Histone Tails; Chromobox protein homolog 1 (Homo sapiens), P83916; AlphaScreen HP1-beta / biotin-H3K9me3 peptide binding; Potency, µM (doses to about 114 µM), for inactives: at the highest dose activity change, negative = inhibition, most hits filed as inhibitors; hit rate 0.56% among 390,000; also: potency is read from the fitted curve at half-maximal effect; nearly all actives have a fitted effect of over 70% in size; inactives centre near 23
# Target sequence (P83916 whole entry, looked up): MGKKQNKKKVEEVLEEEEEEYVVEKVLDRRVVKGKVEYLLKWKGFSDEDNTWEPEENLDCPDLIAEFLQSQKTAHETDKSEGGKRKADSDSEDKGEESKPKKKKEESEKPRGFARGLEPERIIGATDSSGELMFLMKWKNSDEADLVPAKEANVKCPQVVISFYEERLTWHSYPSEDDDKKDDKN
#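 Compound inhibition of the preformed complex between 50 nM HP1-beta and 50 nM biotinylated H3K9me3 peptide was read by AlphaScreen. Buffer was PBS pH 7.4 with 0.01% Tween-20. Incubations ran 30 min at room temperature, with 10 ug/mL donor/acceptor beads.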
# BAZ2B inh – qHTS Assay for Inhibitors of BAZ2B; AlphaScreen BAZ2B-H3K14Ac peptide displacement; hit rate 4.4% among 360,000; AID 504333, 2011; Potency, µM (titrated, usually from 114 µM), without a hit: top-dose activity change, negative = inhibition, actives largely listed as inhibitors; also: potency is read from the fitted curve at half-maximal effect; % is scaled to controls: 0 for no effect and ±100 for the full control effect; nearly all actives have a fitted effect of over 60% in size
#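 Complex of BAZ2B and biotin-H3K14Ac (50 nM apiece) forms over 30 min at RT, then faces library compounds up to 110 uM for another 30 min; AlphaScreen beads added, 20 min dark incubation, luminescence read.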
# PI4K2A inh – qHTS for small molecular inhibitors of PI4K2A. Phosphatidylinositol 4-kinase type 2-alpha (Homo sapiens), Q9BTU6. purified PI4K2A, ADP-Glo luminescence, 1 h; active compounds read low. activity change, negative = inhibition, % at 76.9 µM. hit rate 0.13% among 420,000. AID 1346378, 2018; in the data active = activity change below about -50%; inconclusive = mostly about -30% to -49%;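 also: -100% = wells without enzyme as full effect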
#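 PI4K2A activity was measured by ADP-Glo luminescence: enzyme (4 ug/mL stock) and phosphatidylinositol (1.2 mM stock) in Tris pH 7.5/MgCl2/EGTA/Triton X-100 buffer were reacted with ATP (300 microM stock) for one hour at ambient temperature.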
# JMJD2A Tudor inh – qHTS Assay for Inhibitors of JMJD2A-Tudor Domain; Lysine-specific demethylase 4A (Homo sapiens), O75164; AlphaScreen JMJD2A-Tudor / H3K4me3 peptide binding; Potency, µM (series often up to 114 µM), for the others: top-dose activity change, negative = inhibition, usual class: inhibitors; hit rate 4.4% among 390,000; AID 504339, 2011; also: potency is read from the fitted curve at half-maximal effect; % is scaled to controls: 0 for no effect and ±100 for the full control effect; nearly all actives have a fitted effect of over 50% in size
# ERG-DNA inh – qHTS for Small Molecule Inhibitors of the ERG Ets/DNA interaction; Transcriptional regulator ERG (Homo sapiens), P11308; fluorescence polarization, His-ERG Ets domain / labelled DNA; Potency, µM (titrated, usually from 76.9 µM), without a hit: at the highest dose FP activity, negative = inhibition, most hits filed as inhibitors; hit rate 0.028% among 370,000; AID 624246, 2012; active = well fitted inhibition curve with a large enough effect in the polarisation, with a control signal flat; inconclusive = small, poorly fitted or top-dose-only effect, or effect the other way, or a change in a side signal; inactive = no such curve, though single readings can be large or run the other way; the % refers to the polarisation;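 also: polarization taken with two DNA probes labelled with fluorescein and Texas red; potency is read from the fitted curve at half-maximal effect; % of control where 0% means no effect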
#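 His-tagged ERG Ets domain (1 uM in the protein solution; 300mM KCl, 50mM Tris-HCl, 1mM EDTA, 1mM DTT, pH 7.5) received compound, then a probe mix of 5 nM fluorescein-DNA and 100nM Texas-615-DNA. Fluorescence polarization was read for both dyes.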
# RGS4 inhibitor – Inhibitors of Regulator of G Protein Signaling (RGS) 4: qHTS; Transcreener GDP fluorescence polarization, RGS4-accelerated GTP hydrolysis; AID 504845, 2011; Potency, µM (top dose mostly 114 µM), inactives show top-dose activity change, negative = inhibition, hits mostly inhibitors; hit rate 0.039% among 390,000; Regulator of G-protein signaling 4 (Homo sapiens), P49798; also: potency is read from the fitted curve at half-maximal effect; % is scaled to controls: 0 for no effect and ±100 for the full control effect; nearly all actives have a fitted effect of over 75% in size; some results filed as inactive show a strong effect at the top dose
#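 MLSMR compounds (23 nl, pin-transferred) preincubated 10 min at room temperature with a 500nM (2x) first reagent, then RGS4 at 900nM (2x) plus Transcreener GDP mix added; fluorescence polarization (620/688 nm) read before and after 90 min at 30 °C.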
# GLS inhibitor – qHTS for Inhibitors of Glutaminase (GLS). GLS enzymatic activity, qHTS titration. Potency, µM (series often up to 45.5 µM), for the others: at the top dose activity change, negative = inhibition, usual class: inhibitors. hit rate 0.21% among 410,000; also: potency is read from the fitted curve at half-maximal effect; % is scaled to controls: 0 for no effect and ±100 for the full control effect
#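 hKGA; 45 mM KH2PO4 pH 8.2 + 0.02% Tween-20; cpd via pin tool; 1 mM Gln soln; GluOx/HRP/Amplex Red; RT 30 min; fluor. t0 & final.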
# 12-LOX inh – Primary qHTS assay for inhibitors of human arachidonate 12S-lipoxygenase (ALOX12): Round 2. Polyunsaturated fatty acid lipoxygenase ALOX12 (Homo sapiens), P18054. purified 12hLO, xylenol orange hydroperoxide absorbance. Potency, µM (highest dose often 108 µM), without a hit: at the highest dose activity change, negative = inhibition, actives largely listed as inhibitors. hit rate 1.1% among 580,000. AID 1671190, 2021; also: potency is read from the fitted curve at half-maximal effect; % is scaled to controls: 0 for no effect and ±100 for the full control effect
# Target sequence (P18054 whole entry, looked up): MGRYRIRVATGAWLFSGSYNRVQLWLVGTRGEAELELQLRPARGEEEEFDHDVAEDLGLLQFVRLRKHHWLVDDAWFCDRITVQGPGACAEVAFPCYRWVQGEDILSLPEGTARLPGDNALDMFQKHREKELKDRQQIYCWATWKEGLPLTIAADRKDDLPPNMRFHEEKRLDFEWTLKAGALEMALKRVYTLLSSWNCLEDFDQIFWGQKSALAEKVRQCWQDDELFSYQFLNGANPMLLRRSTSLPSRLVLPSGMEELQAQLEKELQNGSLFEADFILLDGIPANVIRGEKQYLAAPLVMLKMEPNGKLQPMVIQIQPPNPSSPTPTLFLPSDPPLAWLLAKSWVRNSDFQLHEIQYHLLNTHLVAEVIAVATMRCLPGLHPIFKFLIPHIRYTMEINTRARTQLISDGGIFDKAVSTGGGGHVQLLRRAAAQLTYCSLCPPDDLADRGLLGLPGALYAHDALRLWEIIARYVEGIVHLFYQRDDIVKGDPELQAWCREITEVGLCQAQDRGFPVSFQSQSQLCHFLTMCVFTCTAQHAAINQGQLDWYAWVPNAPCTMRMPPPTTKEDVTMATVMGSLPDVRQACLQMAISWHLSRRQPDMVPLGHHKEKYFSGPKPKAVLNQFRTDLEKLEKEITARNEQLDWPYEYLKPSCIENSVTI
#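 Hydroperoxide product was detected by ferrous iron/xylenol orange as the 573 to 405 nm absorbance ratio. Arachidonic acid at 40 uM (final) was turned over for 30 min at room temperature by 150 nM human 12hLO, pH 7.0 Hepes buffer, after 15 min compound preincubation.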
# G9a block – qHTS Assay for Inhibitors of Histone Lysine Methyltransferase G9a | hit rate 8.8% among 350,000 | Potency, µM (series often up to 102 µM), without a hit: at the top dose activity, negative = inhibition, actives largely listed as inhibitors | G9a H3K9 monomethylation, AlphaScreen, 2 h | Histone-lysine N-methyltransferase EHMT2 (Homo sapiens), Q96KQ7; also: potency is read from the fitted curve at half-maximal effect; % is scaled to controls: 0 for no effect and ±100 for the full control effect; nearly all actives have a fitted effect of over 75% in size
# Target sequence (Q96KQ7 913-1193 limits assumed): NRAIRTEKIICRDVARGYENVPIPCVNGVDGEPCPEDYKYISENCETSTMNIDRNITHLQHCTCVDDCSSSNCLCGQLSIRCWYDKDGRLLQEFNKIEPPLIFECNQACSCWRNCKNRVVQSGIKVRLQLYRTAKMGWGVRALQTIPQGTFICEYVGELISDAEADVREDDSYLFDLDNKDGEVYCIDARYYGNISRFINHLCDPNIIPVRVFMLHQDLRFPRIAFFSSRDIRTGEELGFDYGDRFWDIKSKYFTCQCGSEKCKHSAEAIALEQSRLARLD
#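 AlphaScreen detection with an anti-monomethyl H3K9 antibody quantified product after a 2 h room-temperature reaction containing 500 nM biotinylated H3K9 peptide, 20 µM SAM and 20 nM enzyme, which had been preincubated 15 min with compound.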
# Numbers without * were called inactive; ? = inconclusive; · = not tested or not shown; & = joins results of further samples; [ ] = another dose, or the depositor's remark. Unless noted, calls follow the shape of the dose curve; as a rule, active = well fitted curve in the direction sought with a large enough effect; inconclusive = small, poorly fitted or top-dose-only effect, or another doubt; inactive = no such curve, though single readings can be large; an effect the other way counts as inactive or inconclusive. The list is partial, so the mix of outcomes need not match the whole.
SMILES,HP1b chromo inh,BAZ2B inh,PI4K2A inh,JMJD2A Tudor inh,ERG-DNA inh,RGS4 inhibitor,GLS inhibitor,12-LOX inh,G9a block
Cc1cc(C)n(-c2nc3c(c(=O)[nH]c(=O)n3C)n2CC(O)COc2ccccc2)n1 (stereo unspecified),27%,7%,-7,7%,0%,13%,5%,0%,14%[59 µM]
CCOC(=O)c1ccccc1NC(=O)c1cccc2c1C(=O)N(C1CCN(C(=O)OCC)CC1)C2,17%,5%,1,-10%,-10%,-3%,-2%,32%[activator],?
Cc1ccc(S(=O)(=O)N(C)C)cc1NC(=S)NC(C)CCCC(C)C (stereo unspecified),12%,-27%,-1,-30%,18%,0%,0%,?,21%
O=C(c1cc(-c2ccccc2)nn1-c1ccccc1)N1CCN(S(=O)(=O)c2c(F)cccc2F)CC1,-3%,5%,2,-21%,-3%,10%,7%,-5%,8%[0.501 µM]
COCC(CN1CCN(C2=NS(=O)(=O)c3ccccc32)CC1)OC(=O)c1ccccc1 (stereo unspecified),25%,4%,3,-10%,1%,-43%,-7%,?,4%
O=C(NNS(=O)(=O)c1ccccc1)C1CCCCC1,-1%,1%,2,-6%,-2%,-3%,14%,-14%,-4%
CSc1nc2[nH]c3c(c2c2nnnn12)CCCC3,48%[activator],?,5,-23%,1%,-25%,0%,-7%,-5%[12.7 µM]
C=C1CCC(OC(C)=O)C2(C)CCC3C(C)C(=O)OC3C12O (stereo unspecified),-2%,4%,2,-6%,-6%,15%,0%,14%,15%
COc1ccc(C(CNC(=O)c2ccc(Cl)s2)N2CCOCC2)cc1 (stereo unspecified),32%,-4%,4,-5%,-10%,-28%,-1%,13%&45%,2%
O=C(CN1CCN(CC(=O)Nc2ccc(-c3ccccc3)cc2)CC1)Nc1ccc(F)cc1,-10%,-31%,5,-16%,9%,11%,0%,-17%,35µM*
Cc1ccc(C)c(S(=O)(=O)c2nnn3c2nc(Nc2ccc(C)c(C)c2)c2ccccc23)c1,9%,6%,-1,-16%,0%,3%,-5%,-20%,9%[59 µM]
Cc1ccc(NC(=O)c2ccc3c(=O)n4c(nc3c2)CCC4)cc1S(=O)(=O)N(C)C,5%,-29%,3,-19%,-11%,12%,-2%,-3%,3%
CSc1nnc(CNC(=O)C23CC4CC(CC(C4)C2)C3)n1Cc1ccccc1,16%,-6%,-4,9%,0%,-22%,5%,-1%,4%
COc1ccccc1OCCNC(=O)C(CCSC)NC(=O)COc1ccccc1 (stereo unspecified),24%,2%,-1,-9%,-4%,2%,-1%,8%,9%[12.7 µM]
O=C(CN(c1ccc(F)cc1)S(=O)(=O)c1ccc2c(c1)OCCO2)Nc1ccc2c(c1)OCO2,24%,-5%,6,-8%,1%,-32%,-9%,19%,-49%
COc1cccc(C(=O)Nc2cccc(-c3ccc(N4CCOCC4)nn3)c2)c1,34%,8%,1,-7%,3%,-3%,-4%,?,-17%
COc1ccccc1C(=O)NC(=O)COC(=O)/C(=C/c1ccccc1)NC(C)=O,-1%,-20%,8,-16%,8%,-9%,-23%,0%,-19%
N#Cc1ccccc1CSc1nnc(-c2ccccc2)o1,23%,42%[activator],2,6%,-1%,-27%,2%,-7%,17%[59 µM]
O=C(OCCCc1ccncc1)c1ccc(S(=O)(=O)N2CCOCC2)cc1,28%,2%,-2,-21%,·,20%,15%,-2%,-8%
C/C(CC(=O)NCc1ccco1)=N\NC(=O)c1ccc([N+](=O)[O-])cc1Cl,32%,-3%,6,-3%,-5%,6%,-12%,-5%,15%

# Part of the list above, showing only RGS4 inhibitor, JMJD2A Tudor inh and GLS inhibitor:
SMILES,RGS4 inhibitor,JMJD2A Tudor inh,GLS inhibitor
Cc1ccc(S(=O)(=O)N(C)C)cc1NC(=S)NC(C)CCCC(C)C (stereo unspecified),0%,-30%,0%
O=C(c1cc(-c2ccccc2)nn1-c1ccccc1)N1CCN(S(=O)(=O)c2c(F)cccc2F)CC1,10%,-21%,7%

# Next part:
SMILES,HP1b chromo inh,BAZ2B inh,PI4K2A inh,JMJD2A Tudor inh,ERG-DNA inh,RGS4 inhibitor,GLS inhibitor,12-LOX inh,G9a block
O=C(CSc1nnc2c(n1)[nH]c1ccccc12)Nc1ccc(N2CCOCC2)cc1,0%,-31%,-6,32µM*,-1%,-46%,3%,42%[activator],·
O=C(CN1CCN(CCC(=O)Nc2ccccc2F)CC1)Nc1ccc(Cl)cc1,20%,6%,-3,-18%,-1%,1%,-2%,2%,7%[2.33 µM]
Cc1ccc2nc(-c3ccc(NC(=O)Cc4cccs4)cc3)[nH]c2c1,10%,12%[57.1 µM],2,-13%,·,10%,19%,9%[57.4 µM],?
O=c1c2ccccc2ncn1-c1ccc(Cl)c(Cl)c1,25%,3%,-3,-22%,·,-7%,-2%,2%,12%[59 µM]
CC1(C)CC(=O)C2=C(C1)Nc1[nH]n(-c3ccccc3)c(=O)c1C2c1ccc2c(c1)OCO2 (stereo unspecified),0%,-36%,2,-29%,-2%,-6%,-1%,?,-14%[12.7 µM]
CCc1cc(C)cc(OCCNC(=O)c2cncc(Br)c2)c1,25%,3%,8,-5%,4%,-14%,-10%,-1%,-14%
O=C(O)c1ccc(S(=O)(=O)N2CCC(Cc3ccccc3)CC2)cc1,26%,-28%,7,-16%,3%,11%,-4%,-2%,?
O=C(Nc1cccnc1)Nc1ccccc1Cl,22%,-12%,-2,-10%,-1%,22%,-2%,?,27%[12.7 µM]
Cc1cccc(NC(=O)CN2C(=O)S/C(=C\c3ccc(-c4cccc(C(=O)O)c4C)o3)C2=O)c1,?,?,4,79µM*,1%,-30%,-20%,-24%,13µM*
COC(=O)c1ccc(OCC2c3cc(OC)c(OC)cc3CCN2C(=O)Cc2ccccc2)cc1 (stereo unspecified),1%,?,4,-35%,-1%,6%,5%,-3%,-5%[59 µM]
CCOC(=O)C1CCCN(C(=O)CNS(=O)(=O)c2ccc(Br)s2)C1 (stereo unspecified),24%,11%,-1,-6%,-10%,9%,-1%,-7%,-2%[59 µM]
CCOC(=O)/C(C#N)=C/c1ccc(N2CCN(C)CC2)cc1,17%,2%,4,-1%,6%,-5%,-1%,?,2%[59 µM]
O=C(CNC(=O)c1ccc2c(c1)OCCO2)N/N=C/c1cccc(Br)c1,30%,-3%,3,-18%,5%,-15%,-6%,-19%,?
CC(C)(C)N1CC23C=CC(C[C@@H]2C1=O)O3 (stereo partly specified),33%,3%,-2,-7%,-11%,-18%,1%,-7%,-3%[2.33 µM]
Cc1cc(C)nc(SCC(=O)OC(C)C(=O)Nc2ccccc2)n1 (stereo unspecified),22%,-13%,0,-9%,-2%,-8%,-5%,0%,71%[activator]
O=C(CSc1ccc([N+](=O)[O-])cc1)Nc1cccc(S(=O)(=O)N2CCOCC2)c1,-12%,·,-4,-25%,-8%,-41%,5%,155%,·
COc1ccc(NC2c3ccccc3C(=O)N2c2ccccn2)cc1 (stereo unspecified),5%,56µM*,-4,-35%,2%,-29%,0%,2%,?
Cc1cc(NC(=O)CCCC(=O)Nc2ccc(F)cc2)no1,25%,0%,7,3%,-2%,20%,12%,0%,11%[59 µM]
CCOC(=O)c1[nH]c2ccc(C(=O)OC)cc2c1C(=O)OCC,49%[activator],-14%[57.1 µM],-3,-6%,-2%,-8%,2%,-7%,-44%
O=C(NCc1ccncc1)c1ccc(Oc2ccccc2)cc1,1%,-14%,4,13µM*,2%,?,?,-27%,15%
O=C(CCCC(=O)c1ccc(F)cc1)c1ccc(F)cc1,55%[activator],114%[activator],6,34%,13%,12%,10%,12%,160%[activator]
Cc1ccc2c(c1)-c1[nH]c(=S)ncc1CS2,41%,5%,-1,-4%,2%,-43%,-6%,32µM*,49%[12.7 µM]
CC(=O)Oc1ccccc1C(=O)O,39%,·,-3&-5&2,3%,-20%,17%[56.9 µM],2%&-4%,-10%&-14%&0%,-19%[59 µM]
COc1cc2c(cc1OC)C(c1cc(C)ccc1C)CC(=O)N2 (stereo unspecified),20%,?,-3,-21%,-14%,-20%,-9%,17%,?
Cc1cccc(C)c1N(CC(=O)N1CCN(c2ccccc2F)CC1)S(C)(=O)=O,25%,-38%,5,-15%,-4%,-18%,5%,2%,-18%
CCn1c(SCC(=O)Nc2nc(C)cs2)nnc1C(C)NC(=O)c1ccccc1 (stereo unspecified),?,5%,-16,79µM*,9%,-27%,11%,23%,16%[59 µM]
O=C(ONc1ccc(N=NC(=O)c2ccccc2O)cc1)c1ccccc1,-12%,10µM*,-1,?,8%,-19%,-4%,?,?
COc1ccc(OC(C)C(=O)N2CCCc3ccccc32)cc1 (stereo unspecified),39%[activator],1%,-2,-6%,1%,-9%,4%,-6%,·
COc1ccc(-c2nc(NC(=O)c3nc4nccc(C)n4n3)sc2C)cc1,33%,1%,1,-35%,-18%,-44%[56.9 µM],-2%,13%,?
